# Rab9 prom act: Rab9 promoter activation | Potency, µM (highest dose often 9.22 µM), for the others: at the top dose activation, negative = inhibition, usual class: activators | 320,000 compounds, 2.8% hits | Huh7 Rab9 promoter-luciferase reporter, luminescence, 24 h; further: % of control where 0% means no effect; nearly all actives have a fitted effect of over 60% in size
#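 Steps: seed 1500 Huh7 Rab9-luc cells per well, rest 2 h at 37 °C; add compound in DMSO; incubate 24 h; add luciferase reagent, 10 min ambient; read luminescence.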
# RORg inh: blocks mouse ROR gamma transcriptional activity | Potency, µM (doses to about 53.6 µM), inactives show top-dose activity change, negative = inhibition, actives largely listed as inhibitors | P51450 | 310,000 compounds, 5.4% hits | Drosophila S2 Gal4-RORgamma UAS-luciferase reporter, 20 h; further: on the % scale 0 is the no-effect control and ±100 the full control effect; nearly all actives have a fitted effect of over 60% in size
#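 A Gal4/UAS one-hybrid system in insect cells: metallothionein-promoter Gal4–ROR gamma fusion plus Photinus luciferase reporter. Copper sulfate 700 uM final, 20 hr ambient incubation, luminescent detection after 10 min with reagent.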
# uPA generation: cell surface uPA generation inhibition | Potency, µM (titrated, usually from 38.3 µM), without a hit: top-dose activity change, negative = inhibition, most hits filed as inhibitors | 330,000 compounds, 0.31% hits | cell surface uPA generation assay, qHTS | AID 540303; active means well fitted inhibition curve with a large enough effect; inconclusive means small, poorly fitted or top-dose-only effect; inactive means no such curve, though single readings can be large or run the other way; tested in mouse RAW 264.7 cells; further: on the % scale 0 is the no-effect control and ±100 the full control effect; nearly all actives have a fitted effect of over 55% in size
# MBNL1-CUG inh: inhibitors of human MBNL1 binding to CUG repeat RNA; Potency, µM (titrated, usually from 57.5 µM), inactives show at the top dose activity change, negative = inhibition, hits mostly inhibitors; 280,000 compounds, 0.036% hits; Q9NR56; TR-FRET MBNL1-His/biotin-(CUG)12 binding, 665/545 ratio; active means well fitted inhibition curve with a large enough effect in the signal ratio, with a control signal flat, not every such curve was filed as active; inconclusive means small, poorly fitted or top-dose-only effect, or effect the other way, or a change in a side signal; inactive means no such curve, though single readings can be large or run the other way; the % refers to the signal ratio; further: on the % scale 0 is the no-effect control and ±100 the full control effect
#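 Inhibition of protein-RNA binding appears as loss of TR-FRET between terbium anti-His antibody on MBNL1-His and streptavidin-XL665 on biotin-(CUG)12. Activity is normalized to buffer-only and uninhibited-complex controls.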
# NPC1 promoter act: activators of NPC1 promoter. Potency, µM (doses to about 9.22 µM), inactives show at the top dose activation, most hits filed as activators. 320,000 compounds, 2.4% hits. Huh7 NPC1 promoter luciferase reporter, 24 h. AID 485313;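 further: % of control where 0% means no effect; nearly all actives have a fitted effect of over 60% in size; reporter is driven by a mutant NPC1 promoter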
#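 Stable NPC1-promoter luciferase Huh7 line; cpd (DMSO) 24 h, 37 °C, 5% CO2; Amplite luciferase reagent 10 min RT; luminescence readout. qHTS format.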
# MLL CXXC-DNA inh: blocks binding of human MLL CXXC domain to DNA. Q03164. MLL-CXXC / FITC-HOXA9 DNA fluorescence polarization. Potency, µM (titrated, usually from 115 µM), without a hit: at the highest dose activity change, negative = inhibition, usual class: inhibitors. 290,000 compounds, 0.037% hits; active means well fitted inhibition curve with a large enough effect in the polarisation, with a control signal flat, not every such curve was filed as active; inconclusive means small, poorly fitted or top-dose-only effect, or effect the other way, or a change in a side signal; inactive means no such curve, though single readings can be large or run the other way; the % refers to the polarisation
#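 Fluorescence polarization: 7 uM MLL-CXXC (stock) preincubated 5 min with compounds, then 50 nM fluorescein-HOX-A9 DNA (stock) added; 30 min ambient. Buffer 50 mM Tris-HCl pH 7.5, 50 mM NaCl, 1 mM DTT, 0.05% BSA.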
# Gal4-VP16 FLuc: Gal4-VP16 reporter inhibition counter-screen; Potency, µM (titrated, usually from 53.6 µM), inactives show at the top dose activity, negative = inhibition, hits mostly inhibitors; AID 2546; 310,000 compounds, 3.5% hits; Drosophila S2 Gal4-VP16 UAS-luciferase, luminescence, 20 h;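 further: Gal4-VP16 expression switched on by copper sulfate through the metallothionein promoter; on the % scale 0 is the no-effect control and ±100 the full control effect; nearly all actives have a fitted effect of over 50% in size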
# FLuc counter: firefly luciferase modulation, counter-screen for miR-21 project | P08659 | purified FLuc, Km substrates, luminescence inhibition | Potency, µM (titrated, usually from 57.5 µM), for the others: top-dose activity change, negative = inhibition, most hits filed as inhibitors | AID 588342 | 360,000 compounds, 6.9% hits;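 further: plate controls were vehicle for no effect and reference inhibitor for full effect; nearly all actives have a fitted effect of over 55% in size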
#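 Biochemical qHTS of compounds, final roughly 60 µM downward over six points, against 10 nM purified firefly luciferase using Km concentrations of substrates (10 uM D-luciferin, 10 uM ATP) in Tris acetate pH 7.5 buffer; luminescence output.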
# BRCA1 expr up: increases BRCA1 expression | Potency, µM (doses to about 46.1 µM), without a hit: at the highest dose activation, most hits filed as activators | 380,000 compounds, 1.1% hits | MCF7-BRCA1-FFLuc reporter, luminescence, 48 h; response scale: scaled: vehicle 0%, 10 µM genistein 100%; further: nearly all actives have a fitted effect of over 80% in size; some results filed as inactive show a strong effect at the top dose
#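 Luminescence from a BRCA1-driven firefly luciferase in MCF7 cells was read after 48 h compound exposure at 37 C. Data normalized against DMSO and a 10microM genistein activation control, then curve-fitted across the titration.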
# ELG1 genotox: induces genotoxicity in HEK293T cells with luciferase-tagged ELG1. HEK293T ELG1-luciferase reporter, luminescence, 16 h. Potency, µM (titrated, usually from 46 µM), without a hit: at the highest dose activity change, positive = activation, most hits filed as activators. 330,000 compounds, 1.3% hits; further: % of control where 0% means no effect; nearly all actives have a fitted effect of over 60% in size
#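 After overnight (16 hr) compound treatment at 37 °C, ELG1-luciferase HEK293T cells were lysed with ONE-Glo; luminescence quantified 30 min later at room temperature.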
# p53 reactivator: restores transcriptional activity of mutant p53. H1299 p53-A138V BP100-luciferase reporter, luminescence, 24 h. Potency, µM (highest dose often 92.2 µM), for the others: at the top dose activity change, positive = activation, hits mostly activators. 320,000 compounds, 0.063% hits. AID 504706; further: % of control where 0% means no effect; nearly all actives have a fitted effect of over 45% in size
#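 H1299 (p53-null), stable ts p53-A138V + BP100-Luc; 1000 cells/well, Opti-MEM/10% FBS; cpd 4 pt, 1:5; 24 h, 37 deg C, 5% CO2; detection reagent 10 min RT; luminescence.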
# An asterisk follows results filed as active; ? = inconclusive; . = not tested or not shown; & = joins results of further samples; [ ] = dose if it differs, or a comment. Unless noted, the call rests on the fitted dose curve; in most records, active means well fitted curve in the direction sought with a large enough effect; inconclusive means small, poorly fitted or top-dose-only effect, or another doubt; inactive means no such curve, though single readings can be large; an effect the other way counts as inactive or inconclusive. Potency means the concentration at half of the fitted maximal effect. The list is partial (hit frequency here may not be typical).
cpd	mol	Rab9 prom act	RORg inh	uPA generation	MBNL1-CUG inh	NPC1 promoter act	MLL CXXC-DNA inh	Gal4-VP16 FLuc	FLuc counter	BRCA1 expr up	ELG1 genotox	p53 reactivator
1	Fc1ccc(CN2CCN(c3ncccn3)CC2)cc1	-1%	9%	2%	-9%	1%	-8%	-1%	6%	3%	0%	-1%
2	O=C(Nc1nncs1)Oc1ccccc1	-2%	0%	0%	-7%	8%	4%	-3%	-4%	3%	4%	11%
3	C=CCN(Cc1nc(-c2cc(OC)ccc2OC)oc1C)C1CCS(=O)(=O)C1 (stereo not given)	1%	-6%	-2%	44%[activator]	-4%	-23%	10%	-16%	0%	1%	1%
4	CCOc1ccc(CCNC(=O)CCN2C(=O)COc3ccccc32)cc1OCC	-3%	1%	-10%	-16%	-1%	-4%	-10%	2%	9%	0%	3%
5	O=C(NCC(=O)N1CCN(c2ccccc2O)CC1)c1cccs1	24%	.	3%	.	4%	.	.	-16%	49%	0%	12%
6	Cc1ccc(Cn2nnc3c(=O)n(Cc4cc(C)ccc4C)cnc32)cc1	0%	-20%	-3%	6%	-6%	1%	-21%	2%	1%	3%	11%
7	CCOC(=O)c1cc(NC(=O)N2CCOCC2)c(C)nc1C	-4%	-18%	10%	0%	0%	1%	1%	5%	3%	-1%	-2%
8	COC(=O)C1C(c2ccccc2)C(C(=O)N2CCOCC2)C1c1ccccc1 (stereo not given)	-6%	6%	1%	-15%	0%	-1%	-9%	12%	-18%	-4%	-1%
9	COc1ccc(NC(=O)CSc2nccn2Cc2ccccc2)cc1	?	-19%	?	-13%	?	4%	9%	?	63%	21%	-18%
10	Nc1nnnn1/N=C/c1cccc(O)c1	4%	-26%	1%	15%	0%	2%	-4%[0.365 µM]	-4%	5%	5%	8%
11	CCC(C)[C@H](N)C(=O)NC[C@H]1CC[C@H](C(=O)N[C@@H](Cc2ccccc2)C(=O)O)CC1 (stereo not given in full)	-2%	0%	7%	-6%	0%	25%	-2%	0%	0%	0%	0%
12	Cc1cc(C)c(S(=O)(=O)N2CCC(C(=O)NCc3ccncc3)CC2)c(C)c1	0%	-16%	-2%	-4%	-1%	15%	5%	2%	-8%	2%	-6%
13	O=S1(=O)CC/C(=N/Nc2ccccn2)c2cc(F)ccc21	-1%	31%	3%	.	-1%	-8%	-6%	-8%	-6%	-1%	-2%
14	CC(C)(C)NC(=O)c1ccc(COCC(F)(F)F)o1	.	-1%	12%	0%	.	1%	0%	3%	10%	.	.
15	COCCC(=O)N1CCCC(CCC(=O)NCc2ccc(F)c(F)c2)C1 (stereo not given)	2%	31%	6%	-6%	-3%	-8%	1%	-16%	0%	5%	3%
16	CC(C)c1ccc(S(=O)(=O)N2CCN(C(=O)CN3C(=O)NC4(CCCCC4)C3=O)CC2)cc1	-6%	.	-1%	.	1%	.	.	3%	-17%	1%	3%
17	CCOc1ccc(-n2cc(C(=O)NCCOC)c3cc(OC)c(OC)cc3c2=O)cc1	0%	-1%	-3%	-10%	-3%	11%	11%	-1%	-11%	-7%	18%
18	COc1ccc(COC(=O)c2ccc(Cl)c(S(=O)(=O)N3CCOCC3)c2)cc1F	-4%	-13%	-2%	-4%	1%	5%	-13%	-1%	-17%	-7%	0%
19	CCCCn1c(N)c(NCC)c(=O)[nH]c1=O	13%	9%	-3%	5%	0%	-6%	3%	-4%	-16%	0%	-1%
20	COc1ccc(S(=O)(=O)NNC(=O)c2cc3ccccc3o2)cc1	-3%	3%	-1%	-4%	-2%	11%	7%	-13%	-1%	0%	-31%[inhibitor]
21	Cc1cc(C)c(NC(=O)CCn2nnc3ccccc32)c(C)c1	-3%	7%	-1%	1%	-10%	-15%	-8%	-3%	-2%	-3%	1%
22	Cc1ccc(N2CC(C(=O)OCC(=O)Nc3ccccc3F)CC2=O)cc1 (stereo not given)	21%	-2%	9%	-3%	26%	-2%	1%	1%	-5%	12%	-1%
23	O=C(CNS(=O)(=O)c1ccccc1F)Nc1ccc(N2CCOCC2)cc1	-4%	7%	.	-5%	-1%	6%	2%	-17%	3%	0%	-1%
24	CCn1cc(C(=O)N2CCN(c3cccc(Cl)c3)CC2)c2cc(OC)c(OC)cc2c1=O	-11%	14%	-12%	-2%	-2%	12%	-2%	0%&7%	-45%&-51%	-3%	1%
25	COC(=O)C1CCN(Cc2cc(=O)oc3cc(OC)ccc23)CC1	15%	1%	3%	9%	8%	10%	14%	?	-10%	?	7%
26	Cc1ccc(C(=O)Cn2c(C)cc(C)c(C#N)c2=O)cc1	4%	29%	2%	-6%	0%	0%	-7%	6%	0%	2%	-1%
27	O=C(NCCc1ccc(Cl)cc1)C1CCCN(c2ncnc3c2nc2n3CCCCC2)C1 (stereo not given)	-6%	-17%	0%	6%	-5%	16%	-2%	-1%	-3%	-7%	-3%
28	Cn1c(N)c(C(=O)COC(=O)/C=C/c2cccc(F)c2)c(=O)n(C)c1=O	-3%	.	0%	.	-8%	.	.	-1%	-2%	1%	-7%
29	N#CCCn1cc(C(=O)O)c(-c2cc3ccccc3o2)n1	-11%	-12%	1%	2%	-3%	0%	-4%	1%	-3%	0%	-9%
30	CC(C)(C)C1CCc2c(sc(NC(=O)c3cccs3)c2C(=O)N2CCCCC2)C1 (stereo not given)	12%	-2%	3%	3%	0%	17%	1%	4%	-41%	-8%	8%
31	CNC(=O)c1cc2cc(OC)ccc2n1CCN(C)C	2%	-5%	-5%	-21%	-6%	11%	-2%	9%	-2%	0%	6%
32	O=C(CCN1C(=O)C2C3C=CC(C3)C2C1=O)N1CCN(c2ccccn2)CC1 (stereo not given)	-1%	-18%	.	-8%	-7%	12%	-5%	-1%	5%	4%	-9%
33	C(=N\Nc1nc2ccccc2[nH]1)/c1ccc2c(c1)OCCO2	1.4µM*	5.6µM*	?	.	?	20%	?	0.76µM*	-64%	?	-4%
34	O=C(NNC(=O)c1ccc2[nH]c(=O)c(=O)[nH]c2c1)c1cccc(Br)c1	-1%	1%	-8%	11%	-5%	7%	-5%	-7%	-2%	4%	14%
35	Cc1ccc(N2C(=O)/C(=C\c3ccc(C(C)C)cc3)N=C2SC2CCOC2=O)cc1 (stereo not given)	-6%	-9%	-12%	12%	-1%	5%	-16%	-1%	3%	4%	10%
36	NC(=S)N/N=C/c1coc2cc(Cl)ccc2c1=O	0%	-20%	2%	0%	-4%	13%	-15%	-2%	-15%	4%	-4%
37	Cc1ccc(NC(=O)CN2C(=S)NC(C)(C)CC2C)cc1Cl (stereo not given)	?	14µM*	1%	-2%	-2%	-1%	?	-3%	-31%	-5%	-7%
38	CCOC(=O)Nc1ccc2nc3n(c(=O)c2c1)CCCCC3	?	38%	-4%	-3%	19%	?	3%	-18%	50%	12%	11%
39	CC1CCN(C(=S)Nc2ccc(F)cc2)CC1	0%	?	-3%	-2%	-1%	5%	?	?	5%	2%	10%
40	CCOC(=O)C1(CC2CCCCO2)CCN(Cc2nccn2-c2cccc(C)c2)CC1 (stereo not given)	-1%	4.5µM*	-13%	-10%	-3%	-9%	13µM*	0%	-19%	-8%	-6%
41	Cc1ccc([N+](=O)[O-])cc1N=Nc1c(-c2ccc([N+](=O)[O-])cc2)[nH]n(C(N)=S)c1=O	-39%[inhibitor]	0.32µM*	-18%	4%	-23%	7%	-11%	-4%	-79%	-20%	-5%
42	COc1ccccc1NC1=NC(C)(C)N=C(N)N1	0%	-13%	1%	7%	-1%	3%	-4%	-5%	0%	-1%	0%
43	Cc1cc(=O)oc2cc3oc(=O)cc(C)c3cc12	-1%	-2%	5%	-4%	2%	-4%	-1%	-2%	?	-4%	3%
44	COc1cccc(N2CC(C(=O)OC(C)C(=O)c3ccccc3)CC2=O)c1 (stereo not given)	5%	0%	.	-6%	0%	4%	-4%	-1%[2.3 µM]	3%	0%	3%
45	CC(=O)Oc1ccc(CC(C(=O)O)N2C(=O)c3ccccc3C2=O)cc1 (stereo not given)	-1%[1.84 µM]	13%	2%	1%	-4%	?	-5%	0%	-48%	-4%	4%
46	O=C(c1ccc(Cl)cc1)C1CCN(Cc2ccccc2)CC1	-2%	-1%[1.91 µM]	?	1%	-1%	10%	8%	4%	-45%	-6%	.

# Screens deposited in PubChem BioAssay by National Center for Advancing Translational Sciences (NCATS).
